# Compound activity: PubChem, several laboratories
# TRPM1 prom inh: reduces MITF-dependent TRPM1 promoter luciferase signal | SK-MEL-5 TRPM1 promoter luciferase, 24 h | inhibition, % at 12.5 µM | actives 0.83% (n = 330,000) | AID 488899;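 active = mean inhibition across replicates of 60% or more, whatever share of single replicates reaches that level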; note: values of inactives mirror those of a sister screen read the other way
# NR2E3 ag-1: human photoreceptor-specific nuclear receptor agonism; Q9Y5X4; CHO-S Gal4-NCOR/VP16-NR2E3 two-hybrid, luciferase; inhibition of corepressor binding, % at 3.98 µM; actives 0.35% (n = 360,000); AID 602229;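 active = inhibition above the mean of all tested compounds plus 3 SD, cut at about 70% in these data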;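 note: 0% = DMSO with NR2E3 transfected cells and 100% = cells lacking NR2E3 construct; higher means lower luciferase signal from less NR2E3 corepressor binding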
# Target sequence (Q9Y5X4 whole entry, looked up, the tested form may be a part): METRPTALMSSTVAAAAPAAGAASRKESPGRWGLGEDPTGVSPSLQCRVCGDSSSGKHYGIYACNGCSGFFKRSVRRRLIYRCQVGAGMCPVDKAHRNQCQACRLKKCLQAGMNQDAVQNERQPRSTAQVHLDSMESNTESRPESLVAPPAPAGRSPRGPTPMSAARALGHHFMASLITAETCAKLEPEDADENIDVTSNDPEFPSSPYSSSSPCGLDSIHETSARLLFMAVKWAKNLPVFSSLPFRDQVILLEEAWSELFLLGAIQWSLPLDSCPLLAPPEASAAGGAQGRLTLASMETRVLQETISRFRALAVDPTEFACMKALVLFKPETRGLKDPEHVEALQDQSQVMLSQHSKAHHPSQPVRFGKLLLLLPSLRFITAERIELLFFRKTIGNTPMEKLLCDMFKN
# PDI turbidity: PDI (human) enzyme inhibition; P07237; PDI insulin aggregation turbidity, A650, 90 min; inhibition, % at 10 µM; actives 0.052% (n = 350,000);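 active = mean inhibition across replicates of 30% or more, whatever share of single replicates reach that level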;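 note: absorbance from insulin aggregation driven by PDI reduction with DTT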
# Target sequence (P07237 whole entry, looked up): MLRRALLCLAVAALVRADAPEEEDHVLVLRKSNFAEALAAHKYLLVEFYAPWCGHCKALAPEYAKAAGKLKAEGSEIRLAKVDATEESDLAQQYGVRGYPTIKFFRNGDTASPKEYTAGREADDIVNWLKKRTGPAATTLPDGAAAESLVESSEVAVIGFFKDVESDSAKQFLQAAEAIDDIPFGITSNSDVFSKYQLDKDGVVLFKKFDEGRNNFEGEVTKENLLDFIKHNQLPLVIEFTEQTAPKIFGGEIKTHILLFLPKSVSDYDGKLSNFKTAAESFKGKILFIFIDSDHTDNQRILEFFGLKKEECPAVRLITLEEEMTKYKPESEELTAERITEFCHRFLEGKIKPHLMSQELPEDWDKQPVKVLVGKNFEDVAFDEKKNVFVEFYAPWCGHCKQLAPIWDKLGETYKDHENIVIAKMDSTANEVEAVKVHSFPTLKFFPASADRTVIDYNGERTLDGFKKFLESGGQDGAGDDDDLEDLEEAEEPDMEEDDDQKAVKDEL
# CF NFkB block: inhibitors of cystic fibrosis induced NF-kB; KKLEB NF-kB-GFP reporter, PAF-induced, GFP fluorescence overnight; inhibition, % at 5 µM; actives 0.86% (n = 360,000);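 active = at least 50% inhibition at 5 µM, scaled per plate between neutral and stimulator controls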;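 note: PAF is a Pseudomonas aeruginosa culture filtrate used as stimulus; plate controls were PAF-stimulated DMSO wells for no effect and unstimulated DMSO wells for full effect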
# HIF-2a inh: inhibitors of HIF-2a. 786-0 RCC cells HIF-2a reporter, luciferase luminescence, overnight. inhibition, % at 18.8 µM. actives 0.72% (n = 360,000);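 active = inhibition of the luminescence signal of 40% or more relative to plate controls, in a single-dose primary screen at 18.75 µM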
# KKLEB cytotox: counter-screen for CF NF-kB inhibitors: cytotoxicity; KKLEB CF airway cells viability, ATPlite luminescence, overnight; active compounds read low; cells stimulated with P. aeruginosa culture filtrate; activity change (cytotoxicity), % at 5 µM; actives 0.36% (n = 360,000);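 active = corrected activity change at or below -50% at 5 µM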
# CaV13 ICDI inh: Primary screen for inhibitors of IQ motif and Ca2+-dependent inactivation inhibitor domain binding in CACNA1D, Förster resonance energy transfer in living cells, …; HEK cells, CFP/YFP FRET ICDI-IQ, plate reader, 10 min; percent FRET-ratio fall versus neutral wells; inhibition, % at 12.3 µM; actives 0.098% (n = 340,000);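 active = mean replicate inhibition of at least 30% and at least 1% of replicates passing that level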;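 note: 0% = median of the neutral control wells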
# NR2E3 ag-2: agonists of human nuclear receptor NR2E3; GST-NR2E3/biotin-RetCOR TR-FRET, 1536-well; inhibition of corepressor binding, % at 4.78 µM; actives 0.12% (n = 320,000); AID 2300;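 active = percent inhibition above the cutoff of mean plus 3 SD of all tested compounds, set per screening campaign, cut at about 20% in these data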;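 note: 0% = DMSO wells and 100% = biotin wells as full block of FRET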
#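 Material: NR2E3–RetCOR corepressor complex / Incubation: Compound–protein incubation for 5 h at 4 °C / Dosing: compound at 4.8 µM, single dose / Detection: time-resolved FRET / Benchmarks: high control biotin, low control 0.6% DMSO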
# Peg3 promoter: Peg3 promoter activity inhibition; HeLa PEG-Prom luciferase reporter, luminescence, overnight; inhibition, % at 20 µM; actives 1.7% (n = 360,000);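 active = inhibition of at least 50% at 20 µM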
# Shn3 inh set2: Schnurri-3 reporter inhibition in Clone20 osteoblasts; actives 0.52% (n = 360,000); Clone20 osteoblast Shn3 3'UTR firefly luciferase, 24 h; inhibition, % at 12.5 µM; AID 588674;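 active = mean inhibition of at least 75% with every replicate also reaching 75%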;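 note: 0% = median of neutral control wells and 100% = pilot-screen positive control compound; some compounds past the cut are filed as inactive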
# Vif imaging: HIV Vif inhibition. HEK293T cells, Vif self-association by quenched fluorescence, imaging, 24 h. inhibition, % at 7.49 µM. actives 0.35% (n = 340,000); in the data active = inhibition above about 50%, passing the limit was not always enough; note: some results filed as inactive read as strong as hits
# Numbers without * were called inactive; . = no result given.
SMILES,TRPM1 prom inh,NR2E3 ag-1,PDI turbidity,CF NFkB block,HIF-2a inh,KKLEB cytotox,CaV13 ICDI inh,NR2E3 ag-2,Peg3 promoter,Shn3 inh set2,Vif imaging
Cc1c(C(=O)O)oc2c1C(O)CCC2 (stereo unspecified),-3,-17,7,-1,14,4,-6,0,-9,-20,7
O=C(NCc1cccnc1)C(=O)NC1CCCCC1,0,-3,-15,2,8,2,-5,4,-4,-12,8
CC1(C(=O)Nc2ccc(Cl)c(C(F)(F)F)c2)Cc2c(-c3ccc(C(N)=O)cc3)ccnc2O1 (stereo unspecified),.,-24,4,-16,29,-8,-5,.,29,22,-4
O=C(N/N=C/c1sc(N2CCOCC2)nc1-c1ccccc1)c1ccccc1Cl,9,7,-17,21,4,2,-5,1,-2,-4,3
Cc1ccc(C2CC(C(F)(F)F)n3nc(C(=O)NCc4ccco4)cc3N2)cc1 (stereo unspecified),0,-1,10,-13,-16,7,-4,0,8,17,-2
O=C(O)c1ccc2c(c1)OCCOCCOCCOCCOCCO2,-7,-15,4,9,4,3,-4,2,0,-4,7
C/C=C1\NC(=O)[C@H](C)NC(=O)[C@@H](NC(=O)[C@@H](Cc2ccc(O)cc2)NC(=O)[C@@H](NC(=O)/C(C)=C/C)C(C)C)[C@@H](C)OC(=O)[C@H](CCCCc2ccc(O)cc2)NC(=O)[C@@H](CCC(=O)OC)NC1=O,.,-6,.,14,13,-11,-3,.,-12,7,-4
O=C(Nc1cccnc1)c1ccc2c(c1)C(=O)N(Cc1cccnc1)C2=O,15,1,-2,6,-11,9,-3,3,11,5,-5
Cc1ccc2c(c1)NC(=O)[C@@]1(C)[C@@H](c3ccccc3)[C@H]3COc4ccccc4[C@@H]3N1C2=O,5,-9,-1,17,8,-6,-12,-1,-3,-15,0
CC(OC(=O)Cc1c(F)cccc1Cl)C(=O)NC1(C#N)CCCCC1 (stereo unspecified),-13,-13,-5,7,6,-13,-3,-4,9,2,.
CCN(CC)CCN(C)c1ccc(N2C(=O)C3CC=CCC3C2=O)cc1[N+](=O)[O-] (stereo unspecified),5,-21,-1,-2,13,4,-4,-1,7,39,-5
CC1=Nc2ccccc2N=C(NC(=O)c2ccccc2)C1c1ccc(Cl)cc1 (stereo unspecified),13,-47,-5,21,27,-11,-4,3,30,-71,-2
COCC(=O)Nc1ccccc1C#N,5,-10,2,-5,7,-2,-5,1,-5,-21,.
CCN(CC)C(=O)CSc1nnc([C@@H](N)Cc2ccccc2)o1,-1,20,3,2,-13,-8,-3,2,-2,7,.
O=C(Nc1ccc(F)c(F)c1)c1cc(S(=O)(=O)N2CCN(c3ccccn3)CC2)ccc1F,3,5,-3,-1,-23,-6,.,2,22,14,-12
COc1ccccc1Sc1nc(-c2ccccn2)ncc1OC,34,78*,-1,1,3,2,-4,-4,-5,26,-6
O=C(COC(=O)CCNS(=O)(=O)c1cccs1)Nc1cc(C(F)(F)F)ccc1Cl,-1,24,8,1,7,8,-5,1,-6,4,0
COc1ccc2cc(-c3[nH]ncc3CNCCn3nc(C)cc3C)ccc2c1,.,-3,-1,-8,-70,-1,-3,1,-58,-5,7
CS(=O)(=O)c1ccc(C(=O)OCC(=O)N2CCN(CCC3CCCCC3)CC2)cc1[N+](=O)[O-],.,-4,91*,101*,80*,-85*,-6,.,97*,96*,7
CCCCCCCCCCCC(=O)c1c(O)cccc1O,3,-9,.,71*,8,-12,.,-1,26,2,-8
NC(=O)c1ccccc1Nc1nc(NCCO)nc(N2CCCC2)n1,8,16,-1,12,1,-13,-5,1,-1,16,3
NNC(=O)CN1CCN(c2ncc(C(F)(F)F)cc2Cl)CC1,3,-24,4,-3,13,-3,-4,1,2,0,-8
CC(=O)Nc1sc(C)c(C)c1CN1CCN(S(=O)(=O)c2ccccc2)CC1,-1,-15,0,3,3,13,.,4,7,-1,8
COC(=O)c1oc2ccc(Br)cc2c1NC(=O)CCN1CCOCC1,3,1,6,11,-2,-7,-3,-2,24,-19,-2
COc1ccccc1NC(=O)c1ccc(NC(=O)c2cc3c(s2)CCC3)cc1,-4,-6,-8,1,-8,1,-17,0,13,19,-12

# Given with bars between the fields: entries from further up
Structure | TRPM1 prom inh | NR2E3 ag-1 | PDI turbidity | CF NFkB block | HIF-2a inh | KKLEB cytotox | CaV13 ICDI inh | NR2E3 ag-2 | Peg3 promoter | Shn3 inh set2 | Vif imaging
COCC(=O)Nc1ccccc1C#N | 5 | -10 | 2 | -5 | 7 | -2 | -5 | 1 | -5 | -21 | .
CCN(CC)C(=O)CSc1nnc([C@@H](N)Cc2ccccc2)o1 | -1 | 20 | 3 | 2 | -13 | -8 | -3 | 2 | -2 | 7 | .
O=C(Nc1ccc(F)c(F)c1)c1cc(S(=O)(=O)N2CCN(c3ccccn3)CC2)ccc1F | 3 | 5 | -3 | -1 | -23 | -6 | . | 2 | 22 | 14 | -12
COc1ccccc1Sc1nc(-c2ccccn2)ncc1OC | 34 | 78* | -1 | 1 | 3 | 2 | -4 | -4 | -5 | 26 | -6
O=C(COC(=O)CCNS(=O)(=O)c1cccs1)Nc1cc(C(F)(F)F)ccc1Cl | -1 | 24 | 8 | 1 | 7 | 8 | -5 | 1 | -6 | 4 | 0
COc1ccc2cc(-c3[nH]ncc3CNCCn3nc(C)cc3C)ccc2c1 | . | -3 | -1 | -8 | -70 | -1 | -3 | 1 | -58 | -5 | 7
CS(=O)(=O)c1ccc(C(=O)OCC(=O)N2CCN(CCC3CCCCC3)CC2)cc1[N+](=O)[O-] | . | -4 | 91* | 101* | 80* | -85* | -6 | . | 97* | 96* | 7
CCCCCCCCCCCC(=O)c1c(O)cccc1O | 3 | -9 | . | 71* | 8 | -12 | . | -1 | 26 | 2 | -8
NC(=O)c1ccccc1Nc1nc(NCCO)nc(N2CCCC2)n1 | 8 | 16 | -1 | 12 | 1 | -13 | -5 | 1 | -1 | 16 | 3
NNC(=O)CN1CCN(c2ncc(C(F)(F)F)cc2Cl)CC1 | 3 | -24 | 4 | -3 | 13 | -3 | -4 | 1 | 2 | 0 | -8
CC(=O)Nc1sc(C)c(C)c1CN1CCN(S(=O)(=O)c2ccccc2)CC1 | -1 | -15 | 0 | 3 | 3 | 13 | . | 4 | 7 | -1 | 8
COC(=O)c1oc2ccc(Br)cc2c1NC(=O)CCN1CCOCC1 | 3 | 1 | 6 | 11 | -2 | -7 | -3 | -2 | 24 | -19 | -2
COc1ccccc1NC(=O)c1ccc(NC(=O)c2cc3c(s2)CCC3)cc1 | -4 | -6 | -8 | 1 | -8 | 1 | -17 | 0 | 13 | 19 | -12

# Continuation.
SMILES,TRPM1 prom inh,NR2E3 ag-1,PDI turbidity,CF NFkB block,HIF-2a inh,KKLEB cytotox,CaV13 ICDI inh,NR2E3 ag-2,Peg3 promoter,Shn3 inh set2,Vif imaging
O=C(/C=C/c1ccc(Cl)cc1)NCc1cccs1,-49,-52,6,12,-224,3,-5,-2,-200,-33,-13
NC(CO)c1csc(Nc2ccc(C(F)(F)F)cn2)n1 (stereo unspecified),.,-14,-2,7,-25,5,-6,.,-18,-42,-6
O=C(CSc1ccc(Br)cc1)Nc1ccccc1N1CCOCC1,5,-5,-6,15,21,-4,-7,5,25,16,1
Cc1csc(NC(=O)CCN2C(=O)c3ccccc3S2(=O)=O)n1,-15,-13,-6,11,-26,4,.,1,6,3,7
O=C(NCc1ccco1)c1ccc(CS(=O)Cc2ccc(Cl)cc2)o1 (stereo unspecified),4,-19,1,-5,-6,-4,-3,-1,6,-1,1
CN(c1cccnc1)c1ncnc2[nH]ncc12,-6,4,-13,18,9,0,5,4,-9,6,-6
COc1ccc([N+](=O)[O-])cc1NC(=O)Nc1cccc(Cl)c1,16,-8,7,-17,7,-19,-3,-5,11,48,8
O=C(CN(C(=O)Cn1nnc(-c2ccc(F)cc2)n1)c1ccc(F)c(Cl)c1)NCC1CCCO1 (stereo unspecified),-6,-12,4,4,11,-4,-5,-2,4,9,23
CCOC(=O)/C(C#N)=C/Nc1cc(OC)ccc1OC,0,-7,-6,-6,-9,7,-3,0,10,-4,5
CN(Cc1ccccc1)c1nnc(N)s1,10,-19,.,-18,1,7,-2,5,7,3,-1
COc1ccc(-c2nnc(-c3cccnc3)o2)cc1OC,-20,-36,0,-7,-68,-4,-5,2,-83,-17,5
Cc1ccccc1-c1nc(CN2CCC(C(=O)NCC3CCCO3)CC2)c(C)o1 (stereo unspecified),6,16,-9,5,11,3,-4,-2,6,11,-14
COc1ccc(S(=O)(=O)N2CCOC2CNC(=O)C(=O)NCc2ccco2)cc1 (stereo unspecified),-14,-5,0,10,12,6,-5,-2,-14,4,-3
CCOc1ccc(CCNC(=O)C2CCCN(c3nnc(-n4cccc4)s3)C2)cc1OCC (stereo unspecified),4,-9,-6,0,10,6,-5,2,18,8,-9
Cn1c(=O)oc2cc(S(=O)(=O)NC3CCCc4ccccc43)ccc21 (stereo unspecified),.,-35,.,-6,22,5,-11,4,17,30,-7
COc1ccccc1-c1cn[nH]c1-c1ccc(OCc2ccc([N+](=O)[O-])cc2)cc1O,-3,10,-3,17,16,-20,-5,-2,5,-15,0
COc1ccc(C(=O)NCCN2CCCC2)cc1,4,-10,-6,-10,16,10,-1,-1,18,-5,-8
CCOc1ccc(CCNS(=O)(=O)c2ccc(-c3ccc(=O)[nH]n3)o2)cc1OCC,7,9,2,14,1,-1,-7,2,3,-6,-1
CC(=O)Nc1nc2ccc(S(=O)(=O)N3CCCCC3)cc2s1,-8,1,-8,15,2,2,-7,1,5,-10,5
CN(C)c1ccc(/C=N/NC(=O)CSc2ccccn2)cc1,-36,3,-9,11,-51,-4,-5,-4,-124,.,2
Cc1cc(C)nc(SCc2nnc(SCC(=O)N3CCCc4ccccc43)o2)n1,4,-6,-6,-3,5,6,.,1,8,1,-2
Cn1c(=O)n(C)c2cc(N3CCCCC3)c(NC(=O)c3cccc(Cl)c3)cc21,4,14,4,1,-7,6,-6,3,0,-8,7
CC(=O)C1=C(O)C(=O)N(Cc2cccnc2)C1c1ccc(C(C)C)cc1 (stereo unspecified),0,-1,6,6,11,-4,1,-1,8,-30,-13
COc1ccc2c(c1)CO[C@]21O[C@H](CCO)C[C@H](O)[C@H]1O,.,-18,.,3,10,-12,-3,.,-3,-19,0
CCC(C)(C)NC(=O)C(c1cccn1C)N(Cc1ccccc1)C(=O)Cn1nnc2ccccc21 (stereo unspecified),-5,-2,7,4,14,3,.,.,17,-11,20
O=S1(=O)N=C(SCCO)c2ccccc21,13,-13,-2,0,-3,7,-1,3,13,2,.
